Screens deposited in PubChem by National Center for Advancing Translational Sciences (NCATS).
Pol kappa inh: inhibitors of human DNA polymerase kappa; Q9UBT6; purified Pol kappa, fluorescent DNA synthesis assay, 10 min; Potency, µM (series often up to 107 µM), inactives show at the top dose activity, negative = inhibition, most hits filed as inhibitors; actives 0.53% (n = 400,000); AID 588579; note: potency is the fitted concentration of half-maximal effect; % is set by controls: 0 for no effect and ±100 for the full control effect
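10 nM Pol kappa was preincubated with compounds for 15 min at room temperature. Reaction started with 50 nM (final) substrate. Fluorescence read kinetically at 0 and 10 min.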
Anesthetic bind: candidate novel general anesthetic via apoferritin binding; P02791; apoferritin/1-aminoanthracene competitive binding, fluorescence; Potency, µM (doses to about 77.5 µM), for inactives: at the highest dose activity change, negative = displacement, most hits filed as inhibitors; actives 0.074% (n = 350,000); note: potency is the fitted concentration of half-maximal effect; % is set by controls: 0 for no effect and ±100 for the full control effect; nearly all actives have a fitted effect of over 20% in size
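Concentration-response curves derived by four-parameter Hill fitting of normalized fluorescence, where compounds displaced 1-AMA from 10 uM horse apoferritin following a brief 10 min room-temperature incubation; propofol titration acted as positive control.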
PGK inhibitor: blocks T. brucei phosphoglycerate kinase; P07378; PGK/GAPDH coupled, Kinase-Glo luminescence, 60 min; Potency, µM (titrated, usually from 57.5 µM), without a hit: at the top dose activity change, negative = inhibition, most hits filed as inhibitors; actives 0.043% (n = 380,000); AID 602233; note: potency is the fitted concentration of half-maximal effect; % is set by controls: 0 for no effect and ±100 for the full control effect; nearly all actives have a fitted effect of over 60% in size
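Recombinant glycosomal PGK reaction used 1,3-bisphosphoglycerate generated in-well by GAPDH (100nM final) in 100mM TEA pH 7.6, 5mM MgCl2, 0.01% Tween-20. After 60 minutes at room temperature, ATP was read by Kinase-Glo Plus luminescence end-point.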
RXFP1 antag: RXFP1 (human) relaxin receptor antagonism; Q9HBX9; HEK293-RXFP1, relaxin-stimulated cAMP HTRF, 30 min; hits give low values; activity change, negative = inhibition, % at 57.5 µM; actives 0.59% (n = 350,000); AID 1259400;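 active = activity change of -60% or lower, but not beyond a set lower limit; inconclusive = change between -60% and -40%, or beyond the set limit; inactive = change above -40%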; note: % is set by controls: 0 for no effect and ±100 for the full control effect
Pol eta inh: inhibitors of human DNA polymerase eta; recombinant Pol eta, fluorescent DNA replication assay; Potency, µM (series often up to 114 µM), for the others: at the top dose activity change, negative = inhibition, most hits filed as inhibitors; actives 1.2% (n = 390,000); AID 588591; note: potency is the fitted concentration of half-maximal effect; % is set by controls: 0 for no effect and ±100 for the full control effect
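Pol eta at 10 nM preincubated with compounds 15 min at room temperature; reaction started with fluorescent substrate (50 nM final) and read kinetically at 0 and 10 min.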
APE1 inh: APE1 (human) endonuclease inhibition. recombinant APE1, TAMRA/BHQ-2 abasic DNA cleavage fluorescence. Potency, µM (series often up to 65.8 µM), inactives show top-dose activity change, negative = inhibition, most hits filed as inhibitors. actives 0.35% (n = 350,000);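 note: potency is the fitted concentration of half-maximal effect; plate controls were vehicle for no effect and reference inhibitor for full effect; nearly all actives have a fitted effect of over 55% in size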
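Endonuclease cleavage of a quenched abasic-site DNA duplex (50 nM) by APE1 (0.75 nM) was tracked by TAMRA dequenching. Compounds were preincubated with enzyme 15 min at room temperature; data normalized to buffer-only and DMSO wells plus NSC13755 control.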
BLM inh: inhibitors of human Bloom syndrome helicase BLM. P54132. recombinant BLM DNA unwinding, fluorescence dequenching. Potency, µM (series often up to 56.1 µM), for the others: at the top dose activity change, negative = inhibition, hits mostly inhibitors. actives 0.2% (n = 350,000);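 note: potency is the fitted concentration of half-maximal effect; plate controls were vehicle for no effect and no enzyme for full effect; nearly all actives have a fitted effect of over 35% in size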
Target sequence (P54132 whole entry, looked up): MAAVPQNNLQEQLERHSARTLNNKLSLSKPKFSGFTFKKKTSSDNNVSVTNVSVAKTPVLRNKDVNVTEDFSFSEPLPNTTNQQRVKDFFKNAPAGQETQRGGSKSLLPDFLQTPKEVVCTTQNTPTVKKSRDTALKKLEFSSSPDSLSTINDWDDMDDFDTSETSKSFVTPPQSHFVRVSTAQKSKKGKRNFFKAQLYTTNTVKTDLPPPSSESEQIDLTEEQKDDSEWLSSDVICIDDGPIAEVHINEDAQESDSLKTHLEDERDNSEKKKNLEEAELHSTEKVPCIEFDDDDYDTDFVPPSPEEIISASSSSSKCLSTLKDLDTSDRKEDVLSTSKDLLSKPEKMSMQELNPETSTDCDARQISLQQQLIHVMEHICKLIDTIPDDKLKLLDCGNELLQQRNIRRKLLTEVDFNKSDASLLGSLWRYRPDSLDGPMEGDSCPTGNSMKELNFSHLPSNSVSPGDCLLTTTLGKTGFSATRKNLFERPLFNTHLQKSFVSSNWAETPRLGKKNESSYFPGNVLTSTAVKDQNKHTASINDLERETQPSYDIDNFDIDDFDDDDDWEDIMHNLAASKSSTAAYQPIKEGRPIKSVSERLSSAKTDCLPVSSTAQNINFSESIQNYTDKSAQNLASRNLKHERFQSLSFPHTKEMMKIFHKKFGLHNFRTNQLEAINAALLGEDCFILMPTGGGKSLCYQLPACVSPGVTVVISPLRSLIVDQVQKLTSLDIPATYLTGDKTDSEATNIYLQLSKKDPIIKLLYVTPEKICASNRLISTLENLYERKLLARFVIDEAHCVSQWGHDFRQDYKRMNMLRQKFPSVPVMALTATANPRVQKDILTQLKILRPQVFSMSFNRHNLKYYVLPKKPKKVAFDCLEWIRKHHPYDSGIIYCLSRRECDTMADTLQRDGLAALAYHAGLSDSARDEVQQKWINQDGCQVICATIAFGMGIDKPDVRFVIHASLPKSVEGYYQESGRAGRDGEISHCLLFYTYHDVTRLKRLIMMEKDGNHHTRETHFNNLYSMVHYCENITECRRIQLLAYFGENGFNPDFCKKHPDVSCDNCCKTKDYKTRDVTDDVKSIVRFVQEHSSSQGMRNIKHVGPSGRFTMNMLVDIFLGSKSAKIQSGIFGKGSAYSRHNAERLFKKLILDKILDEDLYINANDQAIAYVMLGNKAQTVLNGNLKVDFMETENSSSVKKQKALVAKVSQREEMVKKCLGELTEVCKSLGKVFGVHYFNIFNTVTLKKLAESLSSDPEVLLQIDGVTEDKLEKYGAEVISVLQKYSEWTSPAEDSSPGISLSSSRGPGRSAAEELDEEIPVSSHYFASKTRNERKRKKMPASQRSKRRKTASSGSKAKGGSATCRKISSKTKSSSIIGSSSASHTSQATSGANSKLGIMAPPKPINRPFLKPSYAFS
POLB inh: blocks human DNA polymerase beta activity; P06746; Pol beta primer extension/strand displacement, fluorescence kinetic; Potency, µM (highest dose often 114 µM), inactives show at the top dose activity change, negative = inhibition, actives largely listed as inhibitors; actives 1.3% (n = 340,000); AID 485314; note: potency is the fitted concentration of half-maximal effect; % is set by controls: 0 for no effect and ±100 for the full control effect
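Values derive from four-parameter Hill fits of normalized kinetic data: reads at 0 and 10 min following addition of 50 nM substrate to 10 nM Pol beta preincubated 15 min with compound.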
POLI inh: inhibitors of human DNA polymerase iota | Q9UNA4 | Pol iota fluorescent replication assay, 10 min | Potency, µM (highest dose often 115 µM), for inactives: at the highest dose activity, negative = inhibition, most hits filed as inhibitors | actives 1% (n = 390,000); note: potency is the fitted concentration of half-maximal effect
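Pol iota at 10 nM preincubated 15 min with compounds at room temperature; reaction started with fluorescent substrate, 50 nM final. Fluorescence read kinetically at 0 and 10 min; buffer-only wells as negative control.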
Active calls of the source: *; i = inactive; ? = inconclusive; . = not tested or not shown; & = joins results of further samples; [ ] = another dose, or the depositor's remark. Unless noted, calls come from the whole dose curve; as a rule, active = well fitted curve in the direction sought with a large enough effect; inconclusive = small, poorly fitted or top-dose-only effect, or another doubt; inactive = no such curve, though single readings can be large; an effect the other way counts as inactive or inconclusive. Not all compounds are listed; the hit share may differ from the screen's.

| mol | Pol kappa inh | Anesthetic bind | PGK inhibitor | RXFP1 antag | Pol eta inh | APE1 inh | BLM inh | POLB inh | POLI inh |
| --- | --- | --- | --- | --- | --- | --- | --- | --- | --- |
| Cc1ccc(S(=O)(=O)N2CCN(CC(=O)Nc3ccc([N+](=O)[O-])cc3)CC2)cc1C | -6% | 4% | 6% | -6 | -11% | 5% | -9% | 12% | -18% |
| O=C(CSc1n[nH]c(=O)[nH]c1=O)c1cccc([N+](=O)[O-])c1 | 11% | 3% | . | -4 | -8% | 19% | -1% | 2% | -12% |
| C=CCN(CC=C)C(=O)c1ccc2nc(Cc3ccc(OC)c(OC)c3)oc2c1 | -3% | -13% | -3% | -7 | -9% | -15% | -3% | 49% | 14% |
| Cn1c(C2CC(=O)N(Cc3ccccc3)C2)nc2ccccc21 (stereo not drawn) | -6% | 2% | -3% | 4 | -15% | 4% | 2% | 0% | 19% |
| CC(=O)c1cn(CC(=O)Nc2c(C)cccc2C)c2ccccc12 | 9% | -4% | -1% | 1 | 5% | -1% | 0% | 18% | 12% |
| CC1=C(C(=O)Nc2ccccc2C)C(c2cccnc2)n2nc(SCc3ccccc3F)nc2N1 (stereo not drawn) | 2% | -11% | i | . | 7% | . | 0% | 18% | -23% |
| CCCCCSc1nc(N2CCOCC2)c2c(c1C#N)CC(C)(C)OC2 | 4% | -10% | -10% | 0 | -10% | 9% | -7% | 10% | -2% |
| CC(C)(C)NC(=O)COc1ccccc1C#N | -2% | -2% | 8% | 7 | -3% | -3% | -2% | -2% | 16% |
| COc1cc(OC)cc(C(=O)N2CCN(Cc3ccccc3C(F)(F)F)CC2)c1 | -11% | -16% | -6% | -16 | -16% | -4% | -7% | 7% | 1% |
| CN(C)/C=N/c1cc(=O)[nH]c(=O)n1CC1CC1 | -1% | -9%&3% | 3% | . | -11% | ? | -1%&-2% | 0% | 21% |
| Cc1cc(C)cc(OCC(=O)N2CCc3ccccc3C2)c1 | -6% | -11% | 0% | 0 | -9% | 26% | -6% | 33% | -6% |
| COc1ccccc1-c1cc2nc(C)c(CCC(=O)Nc3ccc(Br)c(C)c3)c(C)n2n1 | -20% | -1% | -2% | . | -16% | . | -11% | -3% | 9% |
| CCOc1ccc(C2/C(=C(/O)c3ccc4c(c3)CC(C)O4)C(=O)C(=O)N2CCCn2ccnc2)cc1 (stereo not drawn) | -22% | -21% | -2% | -2 | 8% | -13% | -4% | ? | 16% |
| CCCC(C)c1nnc(NC(=O)C(=O)OCC)s1 (stereo not drawn) | -6% | -13% | 6% | -2 | -2% | 4% | -3% | 2% | -14% |
| COC(=O)C1=C(C)NC(C)=C(C(=O)OCCSc2ccccc2)C1C (stereo not drawn) | -6%[60.1 µM] | 306%[activator] | . | . | . | -10%&-7% | -14% | . | . |
| Cc1ccc(-n2nnc3c(=O)n(CC(=O)N4CCC(C)CC4)cnc32)cc1 | -8% | -8% | 5% | -19 | -8% | 2% | 2% | 42% | -3% |
| COc1ccc(CCN(C(=O)c2cccc(F)c2)C2CC(=O)N(c3ccc(OC)cc3)C2=O)cc1 (stereo not drawn) | -19% | -14% | -2% | -3 | -5% | -6% | -7% | -1% | -18% |
| COCCCN1C(=O)c2ccc(C(=O)OCC(=O)NCCc3ccccc3)cc2C1=O | -5% | -9% | -5% | -18 | -3% | 0% | -2% | -11% | -15% |
| Cc1cccc(NC(=O)c2ccc([N+](=O)[O-])cc2Cl)n1 | -7% | -7% | -5% | 10 | -13% | 6% | 1% | -20% | -9% |
| Cc1cccc(C(=O)NCc2cn3cccc(C)c3n2)c1 | 7% | 4% | i | 6 | -7% | . | 1% | -22% | -10% |
| COc1ccc(-n2ncc3c(NCCCOC(C)C)ncnc32)cc1 | -1%[60.1 µM] | -8% | 7% | -9 | -14% | . | -2% | 8% | -1% |
| C/C(N)=C(/C#N)C(=O)CSc1nnc(SCc2ccc(Cl)cc2)s1 | ? | -20% | -9%&-2% | -9&2 | ? | -7% | -6% | 1% | ? |
| Cc1cccc([N+](=O)[O-])c1NC(=O)CSc1nnc2ccccn12 | 5% | . | 0% | -14 | -9% | 19% | . | . | 15% |
| COC(=O)C(CCSC)NC(=O)CNC(=O)C1CCCCC1 (stereo not drawn) | -4% | -3% | -5% | 5 | 2% | 4% | 4% | 1% | 4% |
| CN(C)S(=O)(=O)c1cccc(NC(=S)NCc2ccc3c(c2)OCO3)c1 | -4% | ? | -2% | 0 | -7% | -2% | -7% | 0% | -4% |

Entries shown so far containing a cyano group:
| mol | Pol kappa inh | Anesthetic bind | PGK inhibitor | RXFP1 antag | Pol eta inh | APE1 inh | BLM inh | POLB inh | POLI inh |
| --- | --- | --- | --- | --- | --- | --- | --- | --- | --- |
| CCCCCSc1nc(N2CCOCC2)c2c(c1C#N)CC(C)(C)OC2 | 4% | -10% | -10% | 0 | -10% | 9% | -7% | 10% | -2% |
| CC(C)(C)NC(=O)COc1ccccc1C#N | -2% | -2% | 8% | 7 | -3% | -3% | -2% | -2% | 16% |
| C/C(N)=C(/C#N)C(=O)CSc1nnc(SCc2ccc(Cl)cc2)s1 | ? | -20% | -9%&-2% | -9&2 | ? | -7% | -6% | 1% | ? |

Single records, from the list above.
C/C(N)=C(/C#N)C(=O)CSc1nnc(SCc2ccc(Cl)cc2)s1 is listed with Pol kappa inh = ?; Anesthetic bind = -20%; PGK inhibitor = -9%&-2%; RXFP1 antag = -9&2; Pol eta inh = ?; APE1 inh = -7%; BLM inh = -6%; POLB inh = 1%; POLI inh = ?
Cc1cccc(NC(=O)c2ccc([N+](=O)[O-])cc2Cl)n1 is listed with Pol kappa inh = -7%; Anesthetic bind = -7%; PGK inhibitor = -5%; RXFP1 antag = 10; Pol eta inh = -13%; APE1 inh = 6%; BLM inh = 1%; POLB inh = -20%; POLI inh = -9%

(listing goes on)
Each structure is followed by: Pol kappa inh | Anesthetic bind | PGK inhibitor | RXFP1 antag | Pol eta inh | APE1 inh | BLM inh | POLB inh | POLI inh
- CN(C)Cc1ccccc1-c1cncnc1NC1CC1
→ -1%[60.1 µM] | 4% | . | . | . | 0% | 5% | . | .
- CC(=O)Oc1ccc2occ(-c3ccccc3)c2c1
→ -10% | -10% | 2% | 14 | -10% | 2% | -8% | 56µM* | -14%
- COc1ccc(NS(=O)(=O)c2ccc(Oc3cccc(C(=O)O)c3)cc2)cc1
→ -16% | 0% | i | 0 | 1% | -2% | 1% | 5% | 70%[activator]
- COc1ccccc1N1CCN(S(=O)(=O)CCNC(=O)c2ccc(OC(C)C)cc2)CC1
→ -7% | -5% | -7% | -11 | -15% | -3% | -5% | 40% | 42%[activator]
- CCCn1c(=O)c(C(=O)NNC(=O)Cc2ccccc2)c(O)c2ccccc21
→ 4% | 2% | 0% | 2 | 3% | -20% | -10% | 33% | 35%[activator]
- CCn1nc(C)c(/C=N/NC(=O)Cn2nc(C)cc2C)c1C
→ -7% | -3% | 10% | 4 | -9% | -4% | 3% | 13% | 150%[activator]
- C/C(CC(=O)Nc1cc(Cl)ccc1Cl)=N\NC(=O)c1ccco1
→ -7% | -17% | -2% | -11 | -12% | -4% | -6% | -3% | 13%
- CCN(CC)S(=O)(=O)c1ccc(N2CCOCC2)c(NC(=O)C2CCCO2)c1 (stereo not drawn)
→ 6% | -1% | 2% | 7 | -5% | -2% | 1% | 16% | 13%
- COC(=O)c1ccccc1NC(=S)N(C)C
→ -6% | -11% | 6% | 2 | -18% | 2% | -2% | 11% | 38%[activator]
- Cc1[nH]nc2c1C1(C(=O)N(Cc3ccc(Cl)cc3)c3ccccc31)C(C#N)=C(N)O2 (stereo not drawn)
→ -12% | -6% | . | 0 | 0% | 9% | -16% | -3% | 7%
- O=C(NC1CCCCC1)N1CCCC(c2nc(-c3cccs3)no2)C1 (stereo not drawn)
→ -11% | -13% | -1% | 1 | -2% | 0% | -2% | -1% | 7%
- O=C1NC(c2ccccc2)C(c2ccccc2)N1 (stereo not drawn)
→ -9% | . | -7% | -9 | -22% | . | . | . | 23%
- Cc1cc(C(=O)C(=O)Nc2nnc(C(C)C)s2)c(C)n1-c1ccccc1
→ -4% | -12% | -6% | -19 | 40µM* | . | -7% | 12% | 11%
- c1ccc(-c2nc(NC3CCCC3)c3ccccc3n2)cc1
→ -5% | -8% | 5% | -11 | -7% | -8% | -5% | 23% | 112%[activator]
- O=C(Nc1cc2c(cc1C(=O)c1ccccc1Cl)OCCO2)c1ccccc1
→ -16% | 45% | -4% | -3 | -19% | . | -11% | 6% | -8%
- COc1cc(/C=C/C(=O)N2C(=O)c3cccc(N)c3C2=O)cc(OC)c1OC
→ -4% | 74%[activator] | -8% | 3 | -3% | -6% | -14% | 6% | ?
- COCCNCCOCCOc1ccc(Cl)c(C)c1
→ -7% | -13% | -2% | 2 | -8% | -1% | 2% | -29% | 2%
- O=C(NCc1ccccn1)[C@H]1C[C@@H]1[C@H](NP(=O)(c1ccccc1)c1ccccc1)c1ccccc1
→ -12% | 0%&-13% | 7% | . | -16% | -5%&-4% | 5%&1% | 4% | 6%
- COc1ccc(-c2csc(Nc3ccc(C)cn3)n2)cc1OC
→ -3% | -6% | -2% | -37 | -26% | 3% | -7% | -11% | -5%
- CCOc1ccc2oc(C(=O)O)c(C)c2c1
→ -3% | 2% | -2% | -12 | -16% | 2% | -1% | 3% | 71%[activator]
- COc1ccc(C(=O)NC(CCSC)C(=O)N2CCCCCC2)cc1 (stereo not drawn)
→ -2% | -7% | 9% | -2 | -17% | 28% | 0% | 41% | 22%
- Cc1c(Cl)cnc(NC(=O)COC(=O)c2ccc3c(c2)OCO3)c1Cl
→ -4% | 4% | -5% | -10 | ? | 3% | -7% | 5% | 72%[activator]
- Cc1ccc2c(c1)cc1c(=O)n(CC(=O)NCc3ccco3)nc(C)n12
→ 2% | 2% | -8% | 2 | -7% | . | -3% | 9% | -2%
